CCR6 antagonist: blocks CCL20-driven beta-arrestin recruitment at human CCR6; AID 493098; 340,000 compounds, 0.49% hits; CHO-K1 CCR6 PathHunter beta-arrestin, luminescence, CCL20-stimulated; inhibition, % at 20 µM;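 active = compounds whose inhibition of the agonist-driven luminescence signal at 20 µM reaches about 50%, limit read from the data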;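 note: cells stimulated with CCL20 at 14 nM final; plate controls were DMSO with CCL20 for no effect and DMSO without agonist for full effect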
Target sequence (P51684 whole entry, looked up): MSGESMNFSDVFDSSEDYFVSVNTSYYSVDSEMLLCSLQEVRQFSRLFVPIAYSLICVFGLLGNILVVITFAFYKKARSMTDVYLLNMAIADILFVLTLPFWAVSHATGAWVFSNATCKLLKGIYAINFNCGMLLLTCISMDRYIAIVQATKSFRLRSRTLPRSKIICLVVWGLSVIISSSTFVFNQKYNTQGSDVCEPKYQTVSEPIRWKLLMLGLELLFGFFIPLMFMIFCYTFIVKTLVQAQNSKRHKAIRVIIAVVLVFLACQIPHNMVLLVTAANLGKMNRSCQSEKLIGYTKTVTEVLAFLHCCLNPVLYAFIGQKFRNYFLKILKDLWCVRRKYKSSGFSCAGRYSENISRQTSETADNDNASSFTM
EBI2 antag: antagonists of human EBI2 receptor | P32249 | EBI2 beta-arrestin recruitment, luminescence, 7a,25-OHC stimulated | inhibition, % at 5 µM | 360,000 compounds, 0.81% hits; in the data active = inhibition above about 38%;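 note: enzyme fragment complementation signal reports receptor beta-arrestin coupling in cells; 0% = agonist plus DMSO wells and 100% = wells without agonist; some results beyond the cut were filed as inactive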
Jurkat NFkB inh: lowers PMA/ionomycin-induced NF-kB signal in Jurkat cells; PMA/ionomycin-induced NF-kB luciferase reporter, luminescence; inhibition, % at 4 µM; 330,000 compounds, 0.53% hits
Gli-Sufu block: blocks Gli-Sufu signaling in a luciferase reporter; Sufu-KO-LIGHT fibroblasts, Gli luciferase reporter luminescence; inhibition, % at 5 µM; 340,000 compounds, 0.74% hits;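 active = inhibition above about 55%, limit read from the data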;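 note: 0% = DMSO-treated cells and 100% = wells with medium but no cells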
SENP8 inh: SENP8 protease inhibition. AID 2540. 330,000 compounds, 1.2% hits. purified SENP8, Z-RLRGG-aminoluciferin cleavage, luminescence. Q96LD8. inhibition, % at 10 µM
Target sequence (Q96LD8 whole entry, looked up): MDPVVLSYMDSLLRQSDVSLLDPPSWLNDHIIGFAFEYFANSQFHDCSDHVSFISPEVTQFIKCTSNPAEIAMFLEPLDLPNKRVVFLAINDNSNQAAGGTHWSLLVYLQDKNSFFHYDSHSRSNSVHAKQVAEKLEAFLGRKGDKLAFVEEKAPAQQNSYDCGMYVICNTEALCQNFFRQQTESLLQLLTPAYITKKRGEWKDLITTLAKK
697 NFkB inh: inhibitors of the PMA/ionomycin-induced NF-kB reporter in 697 B cells; AID 435022; 330,000 compounds, 0.33% hits; 697 B-cell NF-kB luciferase reporter, 16 h; inhibition, % at 4 µM; in the data active = inhibition above about 35%
UBC13 inh: inhibitors of human UBC13 polyubiquitin chain formation; P61088; TR-FRET; inhibition, % at 20 µM; 330,000 compounds, 0.47% hits; AID 485273; in the data active = inhibition above about 45%, passing the limit was not always enough
Target sequence (P61088 whole entry, looked up): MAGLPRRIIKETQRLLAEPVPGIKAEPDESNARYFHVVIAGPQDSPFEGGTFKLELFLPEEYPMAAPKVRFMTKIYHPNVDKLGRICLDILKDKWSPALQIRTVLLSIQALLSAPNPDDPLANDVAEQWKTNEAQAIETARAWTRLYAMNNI
Apaf1 inhib: inhibitors of human Apaf-1 apoptosome. 330,000 compounds, 0.71% hits. inhibition, % at 20 µM. AID 489030. O14727. reconstituted apoptosome caspase-3 activity, DEVD-Rh110 fluorescence; active = inhibition of at least 40% at 20 µM;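 note: plate controls were DMSO wells for no effect and DEVD-CHO caspase inhibitor wells for full effect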
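Material: biochemical Apaf-1 apoptosome reconstitution. Medium: Hepes buffer, pH 7.5. Also added: cytochrome c activation, bis-DEVD rhodamine 110 substrate. Timing: 30 min compound preincubation, 50 min activation, room temperature. Measured by: rhodamine 110 fluorescence at Ex 480/Em 540 nm.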
The depositor's hits bear a star; · = not tested or not shown; & = joins results of further samples. Cut-off read from the data, not from the text of the source, unless noted: active = inhibition above about 50%; inactive = the rest. Only part of the results is shown, so the mix of outcomes need not match the whole.

SMILES	CCR6 antagonist	EBI2 antag	Jurkat NFkB inh	Gli-Sufu block	SENP8 inh	697 NFkB inh	UBC13 inh	Apaf1 inhib
COc1cc2c(c(OC)c1OC)-c1c(cc3c(c1OC)OCO3)[C@@H](OC(C)=O)[C@H](C)[C@H](C)C2	11	-6	23	-6	-5	7	4	6
CCN(CC)CCNC(=O)c1cc(Cl)c(N)cc1OC	-3	3	-2	18	-4	4	2	-8
CN1CCOC(c2ccccc2)c2ccccc2C1 (stereo unspecified)	20	4	4	4	-5	5	7	-7
Cc1nc2ccccn2c(=O)c1CCN1CCC(C(=O)c2ccc(F)cc2)CC1	4	7	-3	21	3	5	-5	1
CC(=O)c1ccc(S(=O)(=O)NC(=O)NC2CCCCC2)cc1	7	-6	-6	-3	10	-6	-3	-8
CC1(C)Cc2c(sc(NC(=S)NC(=O)c3ccccc3)c2C(=O)O)CO1	40	-6	16	-4	-3	5	-7	12
CCOc1ccc(C(=O)OCCN(CC)CC)cc1	-7	-8	-11	4	-1	11	-6	-4
Cn1c(=O)c2c(ncn2CC2OCCO2)n(C)c1=O	8	6	16	16	-1	13	8	-6
CC(=O)Nc1ccc(C(=O)O)cc1	3	7	3	-5	11	22	-2	-12
CCOc1ccc(NC(=O)Cn2cc(C(=O)c3ccco3)c3ccccc32)cc1	8	12	11	-2	2	-1	-5	11
CCc1cc(=O)oc2c(CNC(Cc3ccccc3)C(=O)O)c(O)ccc12 (stereo unspecified)	3	·	7	-11	-2	-3	15	3
CCCNC(C)C(=O)Nc1c(C)csc1C(=O)OC (stereo unspecified)	13	-1	18	-1	8	4	13	-7
O=S(=O)(c1cccc2cnccc12)N1CCCNCC1	4	3	28	-20	5	2	4	2
C[C@]12CCC(=O)C=C1CC[C@@H]1[C@@H]2CC[C@@]2(C)[C@H]1CC[C@]2(O)C(=O)CO	9	-3	8	-3	4	-9	-2	-11
O=C(NCCc1c[nH]c2ccccc12)c1cccnc1	0	-6	-7	-4	-3	-5	7	-5
OCCN1CCN(CCCN2c3ccccc3Sc3ccc(Cl)cc32)CC1	20	·	3	1	-7	3	90*	46*
Cc1cc(Nc2cc(N3CCN(C)CC3)nc(Sc3ccc(NC(=O)C4CC4)cc3)n2)n[nH]1	-1	5	5	22	-4	37*	8	11
C=CC1=C(C(=O)O)N2C(=O)[C@@H](NC(=O)/C(=N\O)c3csc(N)n3)[C@H]2SC1 (stereo in doubt)	-7	0	-3	-5	-6	-4	-19	-29
NC(=O)c1cn(Cc2c(F)cccc2F)nn1	5	6	5	-24	8	6	12	-11
CC(=O)OCC1=C[C@@H]2OC(=O)C3=CO[C@@H](O[C@@H]4O[C@H](CO)[C@@H](O)[C@H](O)[C@H]4O)[C@H]1[C@@H]32	11	-4	11	-1	-2	7	0	3
c1ccc(CC2=NCCN2)cc1	11	-2	-19	0	-7	-24	-9	8
Cc1c(NC(=O)c2cccnc2)c(=O)n(-c2ccccc2)n1C	11	-8	1	1	-4	20	-1	-3
COc1ccc(/C=C/C(=O)Nc2ccccc2C(=O)O)cc1OC	10	-2	17	19	63*	-26	-19	11
Cc1cc(-c2ccccc2)nnc1NCCN1CCOCC1	0	3	-5	4	-1	20	9	-6

Ordered by heavy-atom count (highest first): part of the list above
SMILES	CCR6 antagonist	EBI2 antag	Jurkat NFkB inh	Gli-Sufu block	SENP8 inh	697 NFkB inh	UBC13 inh	Apaf1 inhib
CC(=O)OCC1=C[C@@H]2OC(=O)C3=CO[C@@H](O[C@@H]4O[C@H](CO)[C@@H](O)[C@H](O)[C@H]4O)[C@H]1[C@@H]32	11	-4	11	-1	-2	7	0	3
C=CC1=C(C(=O)O)N2C(=O)[C@@H](NC(=O)/C(=N\O)c3csc(N)n3)[C@H]2SC1 (stereo in doubt)	-7	0	-3	-5	-6	-4	-19	-29
C[C@]12CCC(=O)C=C1CC[C@@H]1[C@@H]2CC[C@@]2(C)[C@H]1CC[C@]2(O)C(=O)CO	9	-3	8	-3	4	-9	-2	-11

Next entries follow:
SMILES	CCR6 antagonist	EBI2 antag	Jurkat NFkB inh	Gli-Sufu block	SENP8 inh	697 NFkB inh	UBC13 inh	Apaf1 inhib
Cc1ccc(CN2CCN(Cc3cccc4nccnc34)CC2CCO)cc1 (stereo unspecified)	8	2	15	7	-5	18	-7	-20
CC(=O)NC(Cc1ccccc1)C(=O)O (stereo unspecified)	-3	-7	-10	1	-10	-9	0	-1
c1ccc(CN(CC2=NCCN2)c2ccccc2)cc1	0&5	-2&-4	0	-1&4	1	-8	2	-2
CC(C(=O)O)c1ccc(C(=O)c2cccs2)cc1 (stereo unspecified)	2	-2	-10	6	-3	-2	-4	-4
CC(COc1ccccc1)NC(C)C(O)c1ccc(O)cc1 (stereo unspecified)	-1	6	-7	-16	1	6	8	2
COc1ccc(C(=O)NCc2ccc(OCCN(C)C)cc2)cc1OC	11	5	-19	-1	-3	-1	5	0
CCOC(=O)c1ccc(N)cc1	1	-1	8	31	1	19	9	-11
COC(=O)c1ccc(O)cc1	-2	-5	-1	14	-2	11	6	-4
NC(=O)c1cccc(-c2cc(Nc3ccc(OC(F)(F)F)cc3)ncn2)c1	7	14	-15	-9	-17	-53	21	15
CCCCCCO	-2	6	12	-10	0	9	4	-4
CC[n+]1c(C)sc2cc(OC)ccc21	8	5	-7	-8	-9	4	-3	-3
O=C(CCNNC(=O)c1ccncc1)NCc1ccccc1	13	7	6	-1	3	-7	8	-5
C/C=C(/C)C(=O)O[C@@H]1c2c(ccc3ccc(=O)oc23)OC(C)(C)[C@@H]1OC(=O)/C(C)=C\C	15	11	10	47	-16	14	-7	18
COc1ccccc1N1CCN(CCCNc2cc(=O)n(C)c(=O)n2C)CC1	·	-14	8	·	5	2	2	-10
CCC(C)n1ncn(-c2ccc(N3CCN(c4ccc(OCC5COC(Cn6cncn6)(c6ccc(Cl)cc6Cl)O5)cc4)CC3)cc2)c1=O (stereo unspecified)	1	12	-1	26	1	-16	-14	6

Structures listed so far with a carbonyl joined to an NH by a bond outside any ring:
SMILES	CCR6 antagonist	EBI2 antag	Jurkat NFkB inh	Gli-Sufu block	SENP8 inh	697 NFkB inh	UBC13 inh	Apaf1 inhib
CCN(CC)CCNC(=O)c1cc(Cl)c(N)cc1OC	-3	3	-2	18	-4	4	2	-8
CC(=O)c1ccc(S(=O)(=O)NC(=O)NC2CCCCC2)cc1	7	-6	-6	-3	10	-6	-3	-8
CC1(C)Cc2c(sc(NC(=S)NC(=O)c3ccccc3)c2C(=O)O)CO1	40	-6	16	-4	-3	5	-7	12
CC(=O)Nc1ccc(C(=O)O)cc1	3	7	3	-5	11	22	-2	-12
CCOc1ccc(NC(=O)Cn2cc(C(=O)c3ccco3)c3ccccc32)cc1	8	12	11	-2	2	-1	-5	11
CCCNC(C)C(=O)Nc1c(C)csc1C(=O)OC (stereo unspecified)	13	-1	18	-1	8	4	13	-7
O=C(NCCc1c[nH]c2ccccc12)c1cccnc1	0	-6	-7	-4	-3	-5	7	-5
Cc1cc(Nc2cc(N3CCN(C)CC3)nc(Sc3ccc(NC(=O)C4CC4)cc3)n2)n[nH]1	-1	5	5	22	-4	37*	8	11
C=CC1=C(C(=O)O)N2C(=O)[C@@H](NC(=O)/C(=N\O)c3csc(N)n3)[C@H]2SC1 (stereo in doubt)	-7	0	-3	-5	-6	-4	-19	-29
NC(=O)c1cn(Cc2c(F)cccc2F)nn1	5	6	5	-24	8	6	12	-11
Cc1c(NC(=O)c2cccnc2)c(=O)n(-c2ccccc2)n1C	11	-8	1	1	-4	20	-1	-3
COc1ccc(/C=C/C(=O)Nc2ccccc2C(=O)O)cc1OC	10	-2	17	19	63*	-26	-19	11
CC(=O)NC(Cc1ccccc1)C(=O)O (stereo unspecified)	-3	-7	-10	1	-10	-9	0	-1
COc1ccc(C(=O)NCc2ccc(OCCN(C)C)cc2)cc1OC	11	5	-19	-1	-3	-1	5	0
NC(=O)c1cccc(-c2cc(Nc3ccc(OC(F)(F)F)cc3)ncn2)c1	7	14	-15	-9	-17	-53	21	15
O=C(CCNNC(=O)c1ccncc1)NCc1ccccc1	13	7	6	-1	3	-7	8	-5

Screening data (PubChem BioAssay)
